Screens as filed in PubChem BioAssay.
ALOX12 inh – Primary qHTS assay for inhibitors of human arachidonate 12S-lipoxygenase (ALOX12): Round 2. Polyunsaturated fatty acid lipoxygenase ALOX12 (Homo sapiens), P18054. purified 12hLO, xylenol orange hydroperoxide absorbance. Potency, µM (titrated, usually from 108 µM), for the others: at the top dose activity change, negative = inhibition, most hits filed as inhibitors. 580,000 compounds, 1.1% hits. AID 1671190, 2021; active means well fitted inhibition curve with a large enough effect; inconclusive means small, poorly fitted or top-dose-only effect, or another doubt; inactive means no such curve, though single readings can be large or run the other way
Target sequence (P18054 whole entry, looked up): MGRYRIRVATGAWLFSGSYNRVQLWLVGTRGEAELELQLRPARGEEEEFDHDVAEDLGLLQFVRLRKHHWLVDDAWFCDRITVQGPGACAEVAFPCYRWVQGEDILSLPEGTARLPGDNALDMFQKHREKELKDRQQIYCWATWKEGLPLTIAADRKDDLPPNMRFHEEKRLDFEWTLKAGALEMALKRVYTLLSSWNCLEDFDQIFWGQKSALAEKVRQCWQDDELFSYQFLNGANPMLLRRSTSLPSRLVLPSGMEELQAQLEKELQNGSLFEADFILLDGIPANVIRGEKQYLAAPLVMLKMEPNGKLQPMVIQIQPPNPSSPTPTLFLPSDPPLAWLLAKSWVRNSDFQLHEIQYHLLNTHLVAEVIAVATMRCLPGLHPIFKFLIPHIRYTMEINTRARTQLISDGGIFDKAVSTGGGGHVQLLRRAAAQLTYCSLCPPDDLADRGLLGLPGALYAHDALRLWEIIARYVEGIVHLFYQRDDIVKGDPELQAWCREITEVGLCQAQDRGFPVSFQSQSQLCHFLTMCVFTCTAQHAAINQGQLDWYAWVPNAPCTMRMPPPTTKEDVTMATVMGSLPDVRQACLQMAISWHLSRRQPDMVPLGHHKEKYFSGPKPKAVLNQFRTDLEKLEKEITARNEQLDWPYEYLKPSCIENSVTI
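Hydroperoxide product was detected by ferrous iron/xylenol orange as the 573 to 405 nm absorbance ratio. Arachidonic acid at 40 uM (final) was turned over for 30 min at room temperature by 150 nM human 12hLO, pH 7.0 Hepes buffer, after 15 min compound preincubation.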
The depositor's hits bear a star; ? = inconclusive; [ ] = another dose, or the depositor's remark. On the % scale 0 is the no-effect control and ±100 the full control effect; potency means the concentration at half of the fitted maximal effect. The list is partial; the hit share may differ from the screen's.

SMILES | ALOX12 inh
Cc1ccc(C(=O)N(Cc2cc3ccc(F)cc3nc2N2CCC(O)CC2)CC2CCCO2)cc1 (configuration not stated) | 9%
O=C(c1cc2ccccc2oc1=O)N1CCN(c2ccc(Cl)c(Cl)c2)CC1 | 14%
CNC(=O)[C@H]1C[C@H](Oc2ccccc2)CN1Cc1ccc(OC(C)C)cc1 | 9%
O=C(CSc1nc(C(F)(F)F)nc2ccccc12)NC1CCCCCC1 | ?
COc1ccc(CNC(=O)N2CCCC(c3nn(C)c(=O)n3C3CCCC3)C2)cc1 (configuration not stated) | 11%
O=C(NCc1cccs1)c1cc2n(n1)CC(c1ccc3c(c1)OCO3)OC2 (configuration not stated) | 40%[activator]
CC12CN3CC(C)(CN(C1)C3c1ccccc1)C2=O (configuration not stated) | -40%
COc1ccc(C2=NOC3(CCCN(Cc4ccccn4)C3)C2)cc1 (configuration not stated) | 51%[activator]
O=C(NCCCN1CCCC1=O)c1cc2cc(Cl)ccc2[nH]1 | 2%
COc1cc2nc(CN(CCO)C3CS(=O)(=O)CC3O)nc(N3CCCCC3)c2cc1OC (configuration not stated) | 16%
Cc1cnc(C(=O)NC2C[C@H]3CC[C@@H](C2)N3C(=O)C2(c3ccccc3)CC2)cn1 (some centres not stated) | 49%[activator]
Cc1nn(C)cc1S(=O)(=O)Nc1ccn(Cc2c(Cl)cccc2Cl)n1 | 9%
CC(=O)N1CCN(c2oc(-c3cccc(C)c3)nc2S(=O)(=O)c2ccccc2)CC1 | ?
Cc1ccc(N2NC3(CCCCC3)NC2=S)cc1 | ?
CC(C)NC(=O)N1CCOc2ccc(CCC(=O)NCCN3CCOCC3)cc2C1 | 13%
CN(Cc1ccco1)C(=O)c1nn(Cc2ccccc2)c(=O)c2ccccc12 | -18%
Cc1ccc(SCCC(=O)N2CCN(S(=O)(=O)c3ccc(Cl)s3)CC2)cc1 | 3%
OCCN(CCO)c1nc2sc3c(c2c2nc(-c4ccccc4)nn12)CCCC3 | -21%
CN(C)[C@@H]1CN(Cc2cccc(C#N)c2)CC[C@@H]1CNC(=O)C1CC1 | 65%[activator]
O=C(NCc1cccc(F)c1)N1CCC(n2cnnc2C2CC2)C1 (configuration not stated) | 35%
COc1cccc(C(=O)NC(C(=O)NCC(C)C)C2CCN(C(=O)c3ccc(F)cc3)CC2)c1 (configuration not stated) | 27%
CCc1c(C)nc(-n2nc(C)cc2NC(=O)c2ccccc2)[nH]c1=O | 47%[activator]
O=C1CC(c2ccccc2)N(C(=O)C2CC2)CCCN(C(=O)NCc2ccccc2)CCN1 (configuration not stated) | 47%
COCC1CN(S(=O)(=O)c2ccc(OC)c(Cl)c2)CC12CCNCC2 (configuration not stated) | 24%
CCn1ncc(NC(=O)Cn2ncc3cc(-c4cccc(OC)c4)ccc32)n1 | 8%
Carrying on:
SMILES | ALOX12 inh
CC1(C(=O)NCC2CCCO2)CCc2cnc(NCc3ccccc3)nc21 (configuration not stated) | 13%[176 µM]
CN(C)CCCC(=O)N1Cc2ccccc2CC2(CCCCN2CC2CCNCC2)C1 (configuration not stated) | -22%[6.33 µM]
COc1ccc(CN2CCOc3nc(-c4cccc(N(C)C)c4)ncc3C2=O)cc1 | 3%[176 µM]
O=C(c1ccccc1)N1CC(Oc2ccc3c(c2)OCO3)C1 | -2%[12.5 µM]
CCCCn1nnnc1C1(C)CCC(=O)N1Cc1ccc(C)cc1 (configuration not stated) | 1%
Cn1c(=O)c2nc(Cl)n(Cc3ccccc3)c2n(C)c1=O | ?
Cc1cc(-n2c(C)cc(-c3csc(CC(=O)Nc4ccccc4C)n3)c2C)no1 | ?
CN1c2cc(C(=O)Nc3ccc(F)c(Cl)c3)ccc2C(=O)N2CCCCC21 (configuration not stated) | 11%
CC(=O)Nc1ccc(CN2CC(Oc3ccc(F)c(C)c3)C2)cc1 | 50%[activator][176 µM]
O=C(CSc1nc2cc(Cl)ccc2s1)Nc1cccc(F)c1 | -33%
CCCCCCCCCCCCOC(C)=O | -16%[176 µM]
NC(=S)c1ccc(C(=O)NCc2ccccc2F)cc1 | ?
CCc1ccc2occ(CC(=O)N[C@H]3[C@@H](COC)[C@H]4OCC[C@@H]34)c2c1 | 12%
COc1cccc(NC(=O)C2(C)CCCc3cnc(N(C)C)nc32)c1 (configuration not stated) | 6%[176 µM]
CC(O)c1ccc(-c2ccc(CNc3nnnn3C)o2)cc1 (configuration not stated) | ?
O=C(CCc1ncc(-c2ccccc2F)o1)NCC(O)CN1CCOCC1 (configuration not stated) | ?
Cc1ccc(NC(=O)C(C)N(C)Cc2ccc3c(c2)OCCO3)cc1 (configuration not stated) | 5%
COCc1noc([C@@H]2CN(C3CCCCCC3)C[C@H]2CO)n1 | 63%[activator]
Cc1ccc(NC(=O)C(C)n2cccn2)c(Br)c1 (configuration not stated) | 0%
CCc1nn2c(ncc3c(=O)n(-c4ncn[nH]4)ccc32)c1-c1ccc(F)cc1 | -1%
O=C(Cc1ccc(N(Cc2cccc(F)c2)C(=O)c2ccco2)cc1)NCC1CCCO1 (configuration not stated) | 7%
CCOc1cc(C(c2c(C)[nH]c3ccccc23)c2c(C)[nH]c3ccccc23)ccc1O | 7.9µM*
CS(=O)(=O)N1C[C@H]2CCN(Cc3c(F)cccc3Cl)C[C@H]21 | 39%[activator]
CN1C(=O)CCCCC1C(=O)NCc1cccs1 (configuration not stated) | 27%
FC(F)(F)c1ccc(/C=N/Nc2ccc(Cl)c(Cl)c2)cc1 | ?
(continued)
SMILES | ALOX12 inh
Cc1ncsc1CCC(=O)N1CCC2(CCNCC2)CC1 | 16µM*
COc1cc(SC)ccc1C(=O)N[C@H]1CCN2C(=O)N(c3ccc(Cl)cc3)C(=O)[C@@H]2C1 | -14%
O=C(C[C@H]1CC[C@@H]2[C@H](COC[C@H](O)CN2Cc2cccc(C(F)(F)F)c2)O1)NCCc1ccccc1 | ?
COc1ccc2cc(C(=O)NCCC(=O)N(C)C)c(C)nc2c1 | 8%
N#Cc1nc(/C=C/c2ccccc2)oc1NCc1ccccc1 | ?
CC(C)CCn1c(SCc2ccc(F)cc2)nc2c1c(=O)[nH]c(=O)n2C | -7%
COc1cccc(CN(C)CC(=O)Nc2cc(C)nn2-c2ccccc2C)c1 | 17%
COC1CCC12CCN(C(=O)NC(C)(C)C)CC2 (configuration not stated) | 41%[activator]
O=C(Cc1c[nH]c2ccccc12)Nc1cccc2ccccc12 | -70%
Cn1nc2n(c1=O)CCN(Cc1ccncc1F)CC2 | 40%[activator]
O=C(CCC1NC(=O)c2ccccc2NC1=O)NC1CCCCCCC1 (configuration not stated) | ?
COC1CCOC2(CCN(C(=O)c3cccc(F)c3)CC2)C1 (configuration not stated) | 48%[activator]
Cc1cccc(-n2cc(CN3CC[C@H](CO)[C@@H](O)C3)cn2)c1 | 10%
CCc1noc(-c2cn(C3CCN(C(=O)c4cc(F)ccc4F)CC3)nn2)n1 | 15%
O=C(N/N=C/c1c2ccccc2cc2ccccc12)c1cccs1 | 13%
Cc1cc(C(=O)O)ccc1-n1cccc1 | -7%
CCOc1ccc(CN2CC(Oc3ccccc3C(=O)NC3CC3)C2)cc1 | 1%
N#Cc1c(N)sc2c1CCC2 | ?
O=C(Cn1c(=O)n(C2=CCCCC2)c2ccccc21)NCc1nnc2n1CCCCC2 | ?
CC(Oc1ccccc1)C(=O)N1CCC(n2cc(-c3nc(C(C)C)no3)nn2)CC1 (configuration not stated) | 26%
COc1ccc(-c2cc(CC3(NC4CCCCC4)COC3)no2)cc1 | 11%[176 µM]
Cc1ccc(C(=O)c2sc(Nc3cc(Cl)ccc3C)nc2N)cc1 | ?
O=C(OCCc1ccccc1)c1cccc([N+](=O)[O-])c1 | 45%
CCNc1ncc2nc(C)c(=O)n(CCc3ccccc3)c2n1 | ?
O=C(C=C(Sc1ccccc1)Sc1ccccc1)C(F)(F)F | 35µM*
(cont.)
SMILES | ALOX12 inh
CCn1nccc1C(=O)N1CCCC(n2c(C)cnc2COC)C1 (configuration not stated) | 2%
Cc1ccc(CNC(=O)NCC(=O)Nc2cccc(C(F)(F)F)c2)cc1 | -21%
Cc1ccc(Cl)cc1NC(=O)NC1(c2ccccc2)CCC1 | -32%
CNC(=O)c1cc(-c2ccnc(NC(C)=O)c2)cc2c1OCCN2Cc1cccnc1 | -16%[176 µM]
CCCCNC(=O)[C@@H]1CCCC[C@@H]1C(=O)NCc1c(C)nn(CC)c1C | 70%[activator]
O=C(NC[C@H]1OC[C@@H](NC2CCC(F)(F)CC2)[C@@H]1O)c1cccs1 | 49%[activator][176 µM]
O=C(NCCC1CCN(C(=O)Nc2cccc(F)c2)CC1)c1cccs1 | 16%
CCOC(=O)CC(NC(=O)c1cc2ccccc2oc1=O)c1ccccc1Cl (configuration not stated) | -5%
CN(Cc1ccco1)c1ncnc2ccc(-c3cccc(C#N)c3)cc12 | -25%
CC(C)(C)c1nc(C(=O)N2CCN(c3ncccn3)CC2)n2ccncc12 | ?
O=C1Nc2ccc(-c3ccc(Cl)cc3)cc2C(=O)N2CCN(C(=O)C3CCCCC3)C[C@H]12 | 4%
CN1CCC(Cn2ccc3c(N4CCOCC4)nc(-c4cccc5[nH]ccc45)cc32)CC1 | ?
CCCc1noc(-c2ccn3c(CNC(=O)c4ccc(F)c(Cl)c4)nnc3c2)n1 | 50µM*
O=C1NC(C(=O)N2CCN(Cc3ccccc3)CC2)CN1Cc1ccccc1 (configuration not stated) | 8%
CC(C)CNC(=O)CCCc1nnc2c(=O)n(-c3ccc(Cl)cc3)ccn12 | 3%
CCC(=O)N1CCc2nn(Cc3ccccc3)c(=O)n2CC1 | 47%[activator]
Cc1cc(C)n(CCC(=O)N2CC(F)(F)C[C@H]2c2nnc(C)o2)n1 | 44%[activator]
COCCOc1ccc2c(n1)CCN(C(=O)c1cc(C)nn1C)C2 | 2%
O=C(O)C(O)Cc1ccc(O)c(O)c1 (configuration not stated) | ?
CN1Cc2ncnc(NCC3CC3)c2CN(c2ccc(Cl)cc2)C1=O | ?
O=C(CCC(=O)N1CCn2nc(Cc3ccccc3)cc2C1)NC1CCCC1 | 35%
Cc1ccc(CN(C)CC(=O)N(C)c2c(N)n(Cc3ccccc3)c(=O)[nH]c2=O)cc1 | 72%[activator]
CCOc1ccc(C2CC(=O)NC3=C2C(=O)CC(C)(C)C3)cc1 (configuration not stated) | 3%
CNC(=O)[C@@H]1CN(C(=O)CCn2nc(C)cc2C)C[C@H]1c1n[nH]c(C)n1 | 4%
CCc1nc(CN(CC)Cc2cccs2)cs1 | -2%

For convenience, some entries already given:
SMILES | ALOX12 inh
CN1CCC(Cn2ccc3c(N4CCOCC4)nc(-c4cccc5[nH]ccc45)cc32)CC1 | ?
CCCc1noc(-c2ccn3c(CNC(=O)c4ccc(F)c(Cl)c4)nnc3c2)n1 | 50µM*
O=C1NC(C(=O)N2CCN(Cc3ccccc3)CC2)CN1Cc1ccccc1 (configuration not stated) | 8%
CC(C)CNC(=O)CCCc1nnc2c(=O)n(-c3ccc(Cl)cc3)ccn12 | 3%
CCC(=O)N1CCc2nn(Cc3ccccc3)c(=O)n2CC1 | 47%[activator]
Cc1cc(C)n(CCC(=O)N2CC(F)(F)C[C@H]2c2nnc(C)o2)n1 | 44%[activator]
COCCOc1ccc2c(n1)CCN(C(=O)c1cc(C)nn1C)C2 | 2%
O=C(O)C(O)Cc1ccc(O)c(O)c1 (configuration not stated) | ?
CN1Cc2ncnc(NCC3CC3)c2CN(c2ccc(Cl)cc2)C1=O | ?
O=C(CCC(=O)N1CCn2nc(Cc3ccccc3)cc2C1)NC1CCCC1 | 35%
Cc1ccc(CN(C)CC(=O)N(C)c2c(N)n(Cc3ccccc3)c(=O)[nH]c2=O)cc1 | 72%[activator]
CCOc1ccc(C2CC(=O)NC3=C2C(=O)CC(C)(C)C3)cc1 (configuration not stated) | 3%
CNC(=O)[C@@H]1CN(C(=O)CCn2nc(C)cc2C)C[C@H]1c1n[nH]c(C)n1 | 4%
CCc1nc(CN(CC)Cc2cccs2)cs1 | -2%

Later entries.
SMILES | ALOX12 inh
COc1ccc2c(CN3CCN(c4ccccc4)CC3)cc(=O)oc2c1 | -3%
CCCNC(=O)N(CCC)CC1CCOC1 (configuration not stated) | 46%[activator]
COc1ccc(C(CNC(=O)c2ccc(Cl)s2)N(C)C)cc1 (configuration not stated) | -77%
CCc1ccc(C(=O)N2CCC3(CC2)N=C(c2cccc(Br)c2)NO3)cc1 | -11%
CC(CN1CCCC1)OC(=O)c1cc(C(C)(C)C)cc(C(C)(C)C)c1 (configuration not stated) | ?
COC(=O)[C@H]1CN(C(=O)N2CCOCC2)CCN1C(C)=O | -3%[176 µM]
O=C1CCC[C@H]2[C@@H](Cc3ccccc3)[C@@H](NS(=O)(=O)c3cc(Cl)cc(Cl)c3)CC[C@]23CCCN13 | -14%
COc1cccc(-c2nccc3c(=O)cc(N4CCOCC4)oc23)c1 | 45µM*
c1c[nH]c(C2CCCC2)n1 | 69%[activator][365 µM]
COc1cccc(Nc2ccc3c(n2)C(C)(C(=O)NCc2ccco2)CN(C)C3)c1 (configuration not stated) | -37%[176 µM]
CCC(CC)C(=O)N1CCC(Oc2nccnc2N(C)C)C1 (configuration not stated) | 5%
O=C(/C=C/c1ccccc1)Nc1cccc(C(=O)NCc2ccccc2)c1 | -41%
CC(CCC(=O)O)C1CCC2C3CCC4CC(O)CCC4(C)C3CC(O)C12C (configuration not stated) | -20%
COc1ccc(S(=O)(=O)Nc2ccc(C)n(CC(=O)N(C)Cc3ccco3)c2=O)cc1 | ?
